STK33 inh: inhibitors of human STK33 kinase; Q9BYT3; purified STK33, MBP phosphorylation, ADP-Glo luminescence; inhibition, % at 10 µM; 0.073% of 320,000 active;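 active means inhibition at or above 25%, using the most active replicate where run in duplicate; inactive means inhibition below 25%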
Target sequence (Q9BYT3 whole entry, looked up): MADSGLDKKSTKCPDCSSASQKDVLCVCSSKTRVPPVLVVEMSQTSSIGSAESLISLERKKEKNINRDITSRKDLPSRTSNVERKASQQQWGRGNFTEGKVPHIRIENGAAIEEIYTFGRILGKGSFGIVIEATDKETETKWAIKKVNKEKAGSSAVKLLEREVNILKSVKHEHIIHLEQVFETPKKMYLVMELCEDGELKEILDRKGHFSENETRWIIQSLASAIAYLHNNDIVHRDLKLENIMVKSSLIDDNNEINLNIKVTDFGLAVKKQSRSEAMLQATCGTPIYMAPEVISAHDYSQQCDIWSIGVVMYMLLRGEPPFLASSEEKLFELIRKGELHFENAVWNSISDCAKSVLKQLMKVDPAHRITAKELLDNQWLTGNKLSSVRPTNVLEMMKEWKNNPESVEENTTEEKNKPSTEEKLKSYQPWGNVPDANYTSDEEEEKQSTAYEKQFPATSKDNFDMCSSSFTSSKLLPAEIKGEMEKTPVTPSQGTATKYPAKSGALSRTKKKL
Numbers without * were called inactive.

SMILES	STK33 inh
Cn1cnnc1SCC(=O)Nc1ccc(N2CCCCC2)cc1	-0.2
CCCCN(C(=O)c1cc2ccccc2o1)c1c(N)n(CCCC)c(=O)[nH]c1=O	-0.1
CC(C)COC(=O)N1CC(O)CC1C(=O)Nc1ccc2c(c1)OCO2 (configuration not stated)	-0.7
O=C(COC(=O)/C=C/c1cc(Br)ccc1F)NC1CC1	-1.2
C[C@H](CO)N1C[C@H](C)[C@@H](CN(C)S(C)(=O)=O)Oc2ccc(NC(=O)CCC(F)(F)F)cc2C1=O	-1.1
COc1ccc(NC(=O)N(C)C[C@H]2Oc3c(NC(=O)Nc4ccc(C(F)(F)F)cc4)cccc3C(=O)N([C@H](C)CO)C[C@@H]2C)cc1	0.1
Cc1ccc([C@@H]2CC=C(C(=O)O)[C@H](c3ccccc3)N2S(=O)(=O)c2ccc(C)cc2)cc1	-1.8
O=C(c1ccc(-c2nnc(Nc3ccccc3)c3ccccc23)cc1)N1C[C@H]2C[C@H](C1)c1cccc(=O)n1C2	1.2
CCOc1ccc(NS(=O)(=O)c2ccc3[nH]cc(C(=O)N(CC)CC)c(=O)c3c2)cc1	-0.2
C[C@H]1CN([C@@H](C)CO)C(=O)c2cccc(NC(=O)C3CC3)c2O[C@H]1CN(C)Cc1ccncc1	0.1
CN(CC(=O)Nc1ccc(F)c(F)c1F)C(=O)C1=NN(c2ccccc2)C(=O)CC1	0.3
COc1ccc(S(=O)(=O)N2CCCCC2)cc1NC(=O)CCOc1cc(C)ccc1C	-1.6
Cc1cc(C(=O)COc2ccc(C#N)cc2)c(C)n1CC1CCCO1 (configuration not stated)	-0.3
O=C(NCc1ccccn1)c1cccc(S(=O)(=O)Nc2ccccc2Cl)c1	-0.5
CN(C(=O)COC(=O)C12CC3CC(CC(Cl)(C3)C1)C2)C1(C#N)CCCCC1	-0.6

An excerpt from above in order of the STK33 inh value, highest first:
mol,STK33 inh
CN(CC(=O)Nc1ccc(F)c(F)c1F)C(=O)C1=NN(c2ccccc2)C(=O)CC1,0.3
O=C(NCc1ccccn1)c1cccc(S(=O)(=O)Nc2ccccc2Cl)c1,-0.5
COc1ccc(S(=O)(=O)N2CCCCC2)cc1NC(=O)CCOc1cc(C)ccc1C,-1.6

Further structures follow.
SMILES	STK33 inh
Cc1ccc(C(=O)N(C)CCOc2ccccc2)cc1S(=O)(=O)N1CCOCC1	0.5
COc1ccc([C@H]2CC(=O)C=C(c3ccccc3Oc3ccccc3)C2)cc1	-1.6
CCN(CC(=O)Nc1c(F)cccc1F)C(=O)c1ccc(OCc2c(C)noc2C)cc1	-1.1
O=C(CCNS(=O)(=O)c1ccccc1C(F)(F)F)Nc1ccncc1	0.9
COc1cc(OC)cc(C(=O)NC(C(=O)NCc2ccccn2)C(C)C)c1 (configuration not stated)	-0.6
O=C1CCN(Cc2ccccc2)C=C1c1ccc2ccccc2c1	-0.4
CC1CCN(C(=O)c2ccc(CNS(=O)(=O)c3ccc(C(C)(C)C)cc3)cc2)CC1	-1.2
O=C(Nc1ccccc1)c1nc[nH]c1C(=O)N1CCc2ccccc2C1	1.7
COCCN(CC(=O)Nc1ccccc1C(F)(F)F)C(=O)/C=C/c1cc(Cl)c2c(c1)OCO2	-0.9
Cc1cc(C(=O)COC(=O)c2ccc(NC(=O)CC#N)cc2)c(C)n1CCc1ccc(F)cc1	-0.9
Cc1ccc(C)c(S(=O)(=O)Nc2cc(SCC(=O)O)c(O)c3ccccc23)c1	9.7
c1ccc(CCCCN2CCN=C2Nc2ccccc2)cc1	0.4
COc1ccc(NC(=O)CCc2ccccc2)cc1S(=O)(=O)N1CCCCC1	1.0
CN(CC(=O)Nc1cccc(F)c1)C(=O)c1ccc(S(=O)(=O)N2CCCC2)cc1	0.4
O=C(CN1C(=O)NC2(CCCCCC2)C1=O)c1ccc(Cl)cc1	-1.5
CN(C(=O)c1ccc(NC(=O)C2CCCN(C(=O)OC(C)(C)C)C2)cc1)C1CCCC1 (configuration not stated)	-0.4
CCN(C(=O)COc1ccc(N(C)S(=O)(=O)c2ccc(NC(C)=O)cc2)cc1)C1CCCCC1	-3.2
O=C(CCCSc1ccccc1)Nc1ccc(Cl)c(S(=O)(=O)N2CCOCC2)c1	-0.3
Cc1ccc(C(=O)COC(=O)c2nc3nccc(C)n3n2)c(C)c1	-0.7
C[C@H](CO)N1C[C@H](C)[C@@H](CN(C)Cc2ccc(-c3ccccc3)cc2)Oc2c(NS(=O)(=O)c3cccs3)cccc2C1=O	-1.3
CSc1ncccc1C(=O)Nc1ccc2c(c1)OCO2	-2.1
CN1CCN(c2ccc(S(=O)(=O)N3CCOCC3)cc2NC(=O)CC(C)(C)C)CC1	-0.4
Cc1nc2ccc3nc(NC(=O)c4ccc(S(=O)(=O)N5CCOCC5)cc4)sc3c2s1	-0.7
O=C(OCC(=O)N1CCc2ccccc21)c1ccncc1	-0.8
COc1ccc(CSc2nc(C)cc(=O)[nH]2)cc1	-4.4
Cc1nc(SC(C)C(=O)NCc2ccc3c(c2)OCO3)nc(C)c1C (configuration not stated)	1.2
CCN(C(=O)COC(=O)CC1CCCCC1)c1c(N)n(Cc2ccccc2)c(=O)[nH]c1=O	-0.6
O=S(=O)(NCC1CCCO1)c1ccc2c(c1)OCCO2 (configuration not stated)	-1.0
CN(CC(=O)Nc1ccccc1Cl)C(=O)Cn1cc(C(F)(F)F)ccc1=O	-0.5
CCCCN(C(=O)c1nn(C)c(=O)c2ccccc12)c1c(N)n(CCC)c(=O)[nH]c1=O	-0.8
Cc1cc(CN2CCN(CC(=O)Nc3cc(C(F)(F)F)ccc3-n3cncn3)CC2)no1	0.3
Cc1cccc(OC(C)C(=O)Nc2cc(S(=O)(=O)N3CCCCC3)ccc2C)c1 (configuration not stated)	-1.5
CC1CCN(C(CNS(=O)(=O)c2ccccc2)c2ccccc2)CC1 (configuration not stated)	-0.2
C=CCN(c1ccccc1OC)S(=O)(=O)c1cccc(C(=O)NC2=NCCS2)c1	1.6
Cc1cc(Nc2ccc(O)cc2)ccc1N	-0.7
C[C@H](NC(=O)c1nc[nH]c1C(=O)NCc1ccccc1)c1ccccc1	-2.0
CCSc1ccc([C@@H]2[C@H]3C(=O)N(CC)C(=O)[C@H]3[C@]3(C(=O)OC)CCCCN23)cc1OC	-0.5
COc1ccc(S(=O)(=O)Nc2cccc3c2O[C@H](CN(C)CC2CC2)[C@@H](C)CN([C@H](C)CO)C3=O)cc1	-0.1
O=C(C1CC1)N1CCc2cc(Br)cc(S(=O)(=O)N3CCOCC3)c21	2.0
CCOc1ccc(C(=O)CCC(=O)N2CCN(c3ccccc3O)CC2)cc1	-3.9
CN(C(=O)CCN1C(=O)C(C)(C)Nc2ccccc21)c1ccccc1	-0.4
CC(C)NC(=O)N(C)C[C@H]1Oc2ccc(NS(=O)(=O)c3ccccc3)cc2C(=O)N([C@H](C)CO)C[C@@H]1C	-0.6
CC1CN(C(=O)COC(=O)c2cc3ccccc3cc2O)CC(C)O1 (configuration not stated)	-0.7
COc1cccc(CN(C)C(=O)c2cc(S(=O)(=O)N3CCCCCC3)ccc2OC)c1	-1.5
Cc1noc(C)c1NC(=O)N(C)C[C@H]1Oc2ccc(NS(=O)(=O)c3ccccc3)cc2C(=O)N([C@H](C)CO)C[C@@H]1C	0.1
O=C(Nc1ccc(Cl)c(S(=O)(=O)N2CCOCC2)c1)c1ccncc1	-2.6
CCOc1ccc(S(=O)(=O)N2CCCCC2)cc1NC(=O)CN1CCCC1c1cccs1 (configuration not stated)	0.5
CCOc1ccc(Nc2ccc(S(=O)(=O)N3CCN(C)CC3)cc2[N+](=O)[O-])cc1OCC	-0.5
CCN1C(=O)N[C@@H](c2ccc(Br)cc2)C(C(=O)OC)=C1C	-1.6
CN1CC(=O)N(CC(=O)NCCc2ccc(F)cc2)c2ccccc2C1=O	-0.1
CC(C)Oc1ccc(S(=O)(=O)N2CCOCC2)cc1NC(=O)C1CCCC1	-2.2
Cc1ccc(/C=N/N2CCN(c3ccc(Cl)cc3)CC2)o1	-0.8
N=c1n(CC(=O)c2ccc([N+](=O)[O-])cc2)c2ccccc2n1Cc1ccccc1Cl	-0.4
COc1ccc(NC(=O)CN(C)C(=O)Cc2ccc(-c3ccccc3)cc2)cc1	-1.3
Cc1ccsc1CN(C)CC(=O)Nc1ccccc1C(=O)NC1CC1	1.6
O=C(COC(=O)CC1CCCC1)Nc1ccccc1[N+](=O)[O-]	-1.4
COc1ccc(/C=C/C(=O)OCC(=O)N(C)CC(=O)Nc2ccc(C)cc2)c(OC)c1	-1.6
CC(N=C1NS(=O)(=O)c2ccccc21)C(=O)NCc1ccc(F)cc1 (configuration not stated)	-0.6
CC12CCC(=O)N1C(C(=O)Nc1ccccc1N1CCCCC1)CS2 (configuration not stated)	2.8
COc1ccc(N2CCN(C(=O)COC(=O)c3ccc(OC(F)F)cc3)CC2)cc1	-1.5

Next results.
SMILES	STK33 inh
CC1(c2ccc(Cl)cc2)NC(=O)N(CC(=O)N2CCc3ccccc3C2)C1=O (configuration not stated)	2.5
Cc1ccc(NC(=O)CSC(C)C(=O)OC(C)C(=O)NC2CCCCC2C)cc1 (configuration not stated)	11.8
O=C(COC(=O)c1ccccn1)NNC(=O)c1ccc(Br)cc1	0.1
COCCn1c(SCC(=O)NC2(C#N)CCCCC2)nc2ccccc2c1=O	4.5
CCS(=O)(=O)c1ccc2oc(SCC(=O)c3c(N)n(C4CC4)c(=O)[nH]c3=O)nc2c1	-0.4
O=C(Nc1cc(Cl)ccc1N1CCOCC1)C1CC1	0.6
Cc1ccccc1C(=O)N1CCC(C(=O)OCc2ccccc2Cl)CC1	-2.7
Cc1cccc(NS(=O)(=O)c2ccc(C)c(C(=O)NCC(c3ccccc3)N(C)C)c2)c1 (configuration not stated)	-0.5
O=C(CCC(=O)c1ccc(F)cc1)OCc1nnc(-c2ccc([N+](=O)[O-])cc2)o1	0.2
CC(C)(C)OC(=O)C[C@H]1C/C=C\C[C@H](CC(=O)NCCO)C(=O)NC[C@H](c2ccccc2)OC1=O	-0.2
CC[C@@]1(C(=O)OC)N[C@H](CN(C)C(=O)Nc2ccc(Cl)cc2)[C@@H]2C(=O)N(Cc3ccccc3)C(=O)[C@@H]21	1.0
O=C(c1n[nH]c2ccccc12)N1CCN(S(=O)(=O)c2ccccc2)CC1	-0.8
Cc1ccccc1-c1cc(=O)c2ccccc2o1	-1.6
CC[C@@H]1C=C(C(=O)O)[C@H](c2ccc(OC)c(OC)c2)N1S(=O)(=O)c1ccc(C)cc1	-0.1
CC(Sc1nc2ccccc2c(=O)n1C)C(=O)Nc1ccc2c(c1)OCCO2 (configuration not stated)	-1.6

4 entries from above, with each value named.
O=C(Nc1cc(Cl)ccc1N1CCOCC1)C1CC1
  STK33 inh: 0.6

Cc1ccccc1C(=O)N1CCC(C(=O)OCc2ccccc2Cl)CC1
  STK33 inh: -2.7

Cc1cccc(NS(=O)(=O)c2ccc(C)c(C(=O)NCC(c3ccccc3)N(C)C)c2)c1 (configuration not stated)
  STK33 inh: -0.5

O=C(CCC(=O)c1ccc(F)cc1)OCc1nnc(-c2ccc([N+](=O)[O-])cc2)o1
  STK33 inh: 0.2

Next section:
SMILES	STK33 inh
c1ccn2c(SCc3ccc4c(c3)OCCO4)nnc2c1	0.9
COc1cccc(CN(C)C(=O)CCN=C2NS(=O)(=O)c3ccccc32)c1	0.6
CN(C(=O)CSc1nccc(=O)[nH]1)C1CCCCC1	-0.1
O=S(=O)(c1ccc2ccccc2c1)N1CCN(c2ccc(O)cc2)CC1	0.7
Cc1cc(C(=O)OCC(=O)NCCN2C(=O)CSC2=O)ccc1[N+](=O)[O-]	-0.4
COc1cc(NC(=O)COc2ccc(-n3cnnn3)cc2)cc(OC)c1OC	-1.7
COc1ccc(NC(=O)CSc2ccc(NC(C)=O)cc2)cc1S(=O)(=O)N1CCOCC1	-2.9
CC(C)(C)OC(=O)NCc1ccc(CNC(=O)c2nc[nH]c2C(=O)N2CCN(c3ccccc3)CC2)cc1	-1.2
NC(=O)c1ccc(SCC(=O)OCC(=O)NCc2cccs2)c([N+](=O)[O-])c1	0.0
COc1ccc2c(C)cc(SCC(=O)NC3CCCCC3)nc2c1	0.5
CCn1c(CCl)nc2cc(S(=O)(=O)N3CCOCC3)ccc21	-0.3
CC(=O)Nc1ccc(S(=O)(=O)Nc2ccc3nc(C)sc3c2)cc1	1.2
Cc1ccc(NC(=O)C2CSC3(C)CCC(=O)N23)cc1S(=O)(=O)N1CCCCCC1 (configuration not stated)	0.1
COc1cc(OC)c(N2CC(C(=O)Nc3cc(Cl)ccc3N3CCOCC3)CC2=O)cc1Cl (configuration not stated)	-0.8
CCCN1CCN(C(=O)c2ccc(F)c(S(=O)(=O)N3CCOCC3)c2)CC1	-1.0
CCN(CC(=O)Nc1ccccc1C(F)(F)F)C(=O)Cc1cccs1	0.3
COc1cc(C2C(C#N)=C(N)Oc3cc(N)ccc32)cc(OC)c1OC (configuration not stated)	-1.6
CCN(CC(=O)NCc1ccc(Cl)cc1)C(=O)c1sccc1C	0.0
Cc1ccsc1C(=O)OC(C)C(=O)Nc1ccc(Cl)cn1 (configuration not stated)	0.0
CN1CCN(C(=O)c2cn(C)c3ccc(S(=O)(=O)N(C)C4CCCCC4)cc3c2=O)CC1	-0.9
Cc1cc(C)c(NC(=O)CCc2c(C)noc2C)c(C)c1	-1.9

This is a subset; count on the stated rates, not on these rows.
